# esBAF inh – blocks esBAF chromatin remodeling in mouse ES cells. 350,000 compounds, 2% hits. Bmi1-luciferase knock-in reporter, 24 h; 100% = twice the neutral-well signal. reporter increase, % at 12.5 µM; in the data active = activation above about 40%;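 also: 0% = median of the plate's neutral control wells and 100% = double that signal; a rise in the Bmi1 reporter signal indicates esBAF inhibition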
# RAD54 inh – blocks human RAD54 Holliday junction branch migration; inhibition, % at 10.4 µM; Q92698; AID 602329; FAM/BHQ fluorescence; 360,000 compounds, 0.14% hits;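 active = mean normalized replicate activity at least 40 and at least half of replicates scoring 40 or more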;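 also: 0% = median of neutral control wells and 100% = median of positive control wells; inhibitors cause a drop in the FAM fluorescence signal; in these data hits start at about 50%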
# Target sequence (Q92698 whole entry, looked up): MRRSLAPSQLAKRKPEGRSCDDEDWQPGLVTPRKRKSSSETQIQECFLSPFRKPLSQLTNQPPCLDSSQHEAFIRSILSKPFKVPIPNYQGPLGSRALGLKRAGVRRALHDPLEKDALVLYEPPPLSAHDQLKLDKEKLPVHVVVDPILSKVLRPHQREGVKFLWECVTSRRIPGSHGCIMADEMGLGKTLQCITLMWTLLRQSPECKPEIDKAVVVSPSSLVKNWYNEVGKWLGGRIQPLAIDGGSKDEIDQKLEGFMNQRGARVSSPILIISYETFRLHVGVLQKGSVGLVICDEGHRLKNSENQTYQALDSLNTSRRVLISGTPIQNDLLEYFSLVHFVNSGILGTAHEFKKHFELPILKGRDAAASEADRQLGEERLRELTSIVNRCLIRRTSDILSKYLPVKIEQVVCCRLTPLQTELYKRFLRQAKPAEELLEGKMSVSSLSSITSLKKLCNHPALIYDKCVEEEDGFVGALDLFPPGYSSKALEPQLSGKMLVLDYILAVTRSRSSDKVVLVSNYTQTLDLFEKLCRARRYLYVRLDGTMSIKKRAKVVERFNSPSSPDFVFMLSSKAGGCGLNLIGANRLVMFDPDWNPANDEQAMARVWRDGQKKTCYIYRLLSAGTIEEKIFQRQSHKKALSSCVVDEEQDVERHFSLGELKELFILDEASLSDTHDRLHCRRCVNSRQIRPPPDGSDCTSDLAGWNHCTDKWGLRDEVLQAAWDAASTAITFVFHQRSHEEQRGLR
# * = called active by the depositor. This is a subset (hit frequency here may not be typical).
# Under each structure – esBAF inh, RAD54 inh
- CC(=O)Nc1ccc(NC(=O)CSc2ccc(C)cc2)cc1
    -10, -13
- COc1ccc(OC)c(C(=O)CSc2nnc(Cc3cccs3)n2C)c1
    -6, 1
- CC(C(=O)N1c2ccccc2CCc2ccccc21)n1nnc(-c2ccc(N(C)C)cc2)n1 (centres undefined)
    27, 1
- COc1ccc(Cc2nnc(NC(=O)Cn3cnc4c3c(=O)n(C)c(=O)n4C)s2)cc1OC
    -8, 5
- O=C(CCC1CCCC1)NC1CCCCC1
    10, 11
- CCCN1Cc2cccc(C(=O)Nc3ccc(C)cc3)c2C1=O
    7, -9
- COc1ccc(CC(=O)Nc2ccc(-c3cn4cccc(C)c4n3)cc2)cc1OC
    7, 5
- O=C(CCC(=O)c1ccc(Oc2ccccc2)cc1)Nc1ccc(Cl)cc1Cl
    -1, 8
- CCOC(=O)CC1=C(C(=O)OCC)C(c2ccc(C)o2)C(C#N)=C(N)O1 (centres undefined)
    -3, -7
- Cc1cc(C(=O)CSc2nnc(-c3ccc(F)cc3)o2)c(C)n1CC1CCCO1 (centres undefined)
    4, -7
- O=C(CCCn1c(=O)c2sccc2n(CC(=O)OCc2ccccc2)c1=O)NCc1ccco1
    11, 6
- CN(C)S(=O)(=O)c1cccc(NC(=O)COC(=O)CCSc2ccc(Cl)cc2)c1
    3, 5
- CCOc1ccccc1OCCCCCc1c(C)n[nH]c1C
    -34, -10
- O=C(CS(=O)(=O)c1ccccc1)Nc1nc(-c2ccccc2)cs1
    10, 15
- COc1ccc(Cl)cc1NC(=O)C(C)Sc1n[nH]c(N)n1 (centres undefined)
    -7, 6
- COC(=O)c1c(NC(=O)c2cccs2)sc2c1CCC(C)C2 (centres undefined)
    50*, -1
- CCCCOCCCNC(=O)/C=C/c1ccccc1Cl
    -5, -6
- COc1ccc(S(=O)(=O)Nc2nncs2)cc1
    -9, -1
- CCc1c(C(=O)Nc2ccncc2)csc1C
    -22, 6
- COc1ccc(-c2nc3c([nH]2)c(=O)n(C)c(=O)n3C)c(OC)c1
    -8, 1
- COc1ccccc1N1C(=O)CCC1(C#N)c1ccc(Br)cc1 (centres undefined)
    -1, 3
- CCOC(=O)CSc1nnc(CNC(=O)c2cccs2)n1-c1cc(C)ccc1C
    -12, 13
- Nc1nonc1-c1noc(CCCCCN2C(=O)c3ccccc3C2=O)n1
    11, 5
- CCCC(=O)c1cc2c(cc1NC(=O)c1cccs1)OCCO2
    -3, 6
- COc1ccc(C(C)=O)c(OC(=O)c2ccco2)c1
    0, -4
- COc1cccc(C(c2nnnn2Cc2ccccc2)N2CCN(C(=O)c3ccco3)CC2)c1OC (centres undefined)
    0, -20
- Cc1nc(CCN2C(=O)c3ccccc3C2=O)n[nH]1
    0, -19
- Cc1ccnc(NC(=O)CN(C)S(=O)(=O)c2cccc3nsnc23)c1
    -10, -12
- COc1ccc(-c2cnn(-c3ccccc3)c2N)cc1OC
    0, 9
- O=C(NCCC(=O)N1CCNC1=O)OCc1ccccc1
    5, -9

# Entries of single compounds, looked up by structure. Screens in order: esBAF inh | RAD54 inh
# Shown for `COC(=O)c1c(NC(=O)c2cccs2)sc2c1CCC(C)C2` (centres undefined) : 50* | -1
# Shown for `COc1ccc(S(=O)(=O)Nc2nncs2)cc1` : -9 | -1
# Shown for `COc1ccc(-c2cnn(-c3ccccc3)c2N)cc1OC` : 0 | 9
# Shown for `Cc1nc(CCN2C(=O)c3ccccc3C2=O)n[nH]1` : 0 | -19
# Shown for `O=C(CCC1CCCC1)NC1CCCCC1` : 10 | 11

# Next results:
# Under each structure – esBAF inh, RAD54 inh
- CCn1ncc(/C=N/NS(=O)(=O)c2ccc(Cl)cc2)c1C
    4, 3
- CCCCn1nnnc1NCc1cc(OC)c(OC)cc1OC
    -6, -1
- Cc1ccccc1C(=O)c1ccc2c(c1)n(C)c(=O)n2C
    -4, -15
- CC(=O)Cc1nsc(NC(=O)c2c(-c3ccccc3Cl)noc2C)n1
    -4, -2
- O=C(c1ccccc1NS(=O)(=O)c1cccs1)N1CCCC1
    7, -3
- CCCNC(=O)C1CCN(c2nc(C)cc(C)n2)CC1
    -3, -4
- COc1ccc(-n2ncc(N(C)n3cccc3)c(Cl)c2=O)cc1
    -5, -4
- CCOC(=O)N1CCC2(CC1)C(C#N)=C(N)Oc1n[nH]c(CSc3ccc(C)cc3)c12
    -3, -6
- COC(=O)c1ccccc1NC(=O)CSc1nnc(-c2ccoc2C)n1C
    -5, 1
- CCCCN1C(=O)C(NC(=O)C2CC2)(C(F)(F)F)C2=C1CC(C)(C)CC2=O (centres undefined)
    -2, 11
- CCN(CC)C(=O)c1cn(C)c(=O)c2cc(OC)c(OC)cc12
    5, 7
- COC(=O)/C(=C\Nc1ccc(OC)cc1)NC(=O)c1ccc(Cl)cc1Cl
    14, -8
- Cc1cc(NC(=O)CN2CCCC2c2nc3ccccc3s2)no1 (centres undefined)
    5, -27
- Cc1nnc(SC(C)C(=O)Nc2ccc(S(=O)(=O)N3CCCCC3)cc2)s1 (centres undefined)
    4, -2
- Cc1cccn2c(=O)c3cc(C(=O)NCc4ccco4)c(=N)n(C4CCCCC4)c3nc12
    1, 32
- CC(C)C(=O)Nc1cccc(NC(=S)NC(=O)c2ccc([N+](=O)[O-])cc2)c1
    5, 2
- NC(=S)Nc1cc2ccccc2c2ccccc12
    -4, 9
- O=S(=O)(c1ccc(-c2csc(-c3cccnc3)n2)cc1)N1CCCC1
    27, -5
- O=S(=O)(c1ccc(F)c(F)c1)N1CCN(Cc2ccc3c(c2)OCO3)CC1
    0, 2
- Cc1ccccc1Cn1cc(NC(=O)c2nc3ncccn3n2)cn1
    35, 4
- CC1(C)NC(=O)N(CC(O)CN(Cc2ccccc2)Cc2ccccc2)C1=O (centres undefined)
    1, -5
- Cc1ccc(/C=C2\CCC3=C2OC(N)=C(C#N)C3c2ccc(C)cc2)cc1 (centres undefined)
    -3, -9
- O=S(=O)(c1ccc(Cl)s1)N1CCN(Cc2ccccc2)CC1
    -4, 8
- CN(C(=O)c1ccccn1)c1nnc(-c2ccccn2)s1
    -19, -1
- Cc1nn(C)c(Oc2cccc(Cl)c2)c1C=O
    0, -7
- COc1cc(=O)n2c(n1)SCCC2
    1, -13
- CSc1nc(-c2ccccc2)nc(N2CCN(C)CC2)c1C(C)=O
    -10, -2
- CCCCCCCCN1C(=O)N(C)C(N(O)C(=O)NC)C1(C)C (centres undefined)
    8, 4
- Cc1ccc(C(=O)COC(=O)CNC(=O)COc2ccccc2C)cc1C
    -6, 12
- Cc1cccc(-c2nnc(SCC#N)n2-c2ccccc2)c1
    -1, 1
- C=CCNC(=S)NNC(=O)c1ccc(OC(C)C)cc1
    5, -5
- C=CCc1c(C)nc(C)nc1N/N=C/c1ccccc1O
    1, 3
- CCOc1ccc(NS(=O)(=O)c2ccc(NS(C)(=O)=O)cc2)cc1
    5, 0
- Cc1sc(NC(=O)c2ccccc2)c(C(=O)NCCN(C)C)c1C
    2, 10
- CCN1CCCC1CNC(=O)c1c(O)c2c([nH]c1=O)CCCC2 (centres undefined)
    2, -11
- CC1(C)CC(=O)C(C=NCCN2CCN(C(=S)Nc3ccc(F)cc3)CC2)=C(O)C1
    -5, -7
- O=P(O)(O)c1ccccc1OCc1ccccc1
    -3, -4
- CC(C)NC(=O)CSc1nc2ccccc2n1-c1ccccc1
    -8, -4
- COc1nc(N/N=C/c2cc3c(cc2Br)OCO3)nc(N2CCOCC2)n1
    10, -2
- CCn1c(=O)n(CC)c2cc(S(=O)(=O)N3CCc4ccccc43)ccc21
    12, 5
- Cc1nnc(NC(=O)CCC(=O)NCc2cccs2)s1
    2, 4
- O=C(CSc1nnc(-c2ccco2)n1Cc1ccccc1)OC1CCCCC1
    68*, -15
- O=C(CN1CCCC1)N1CCCc2c1c(=O)oc1ccc(OCc3ccccc3)cc21
    -6, -4
- O=C(NCc1ccc2c(c1)OCO2)c1ccc(S(=O)(=O)N2CCCCC2)cc1
    8, -2
- Cc1ccc(C(=O)C(OC(=O)CN2C(=O)c3ccccc3C2=O)c2ccccc2)cc1 (centres undefined)
    4, -1
- O=C(CSc1nc(-c2ccccc2)c(-c2ccccc2)[nH]1)N1CCN(S(=O)(=O)c2ccccc2)CC1
    3, 12
- O=CNCCCc1nc2ccccc2n1Cc1ccccc1
    -10, 0
- CCc1ccc2[nH]c(=O)c(C(c3nnnn3CC3CCCO3)N3CCN4CCCC4C3)cc2c1 (centres undefined)
    -4, -6
- Cc1cc(C)n(-c2nc3c(c(=O)[nH]c(=O)n3C)n2CC(O)COc2ccccc2)n1 (centres undefined)
    -10, -10
- N#Cc1cnc(Nc2nc3ccccc3o2)nc1-c1ccccc1
    36, 11
- CCC(=O)Nc1c(-c2ccc(OC)cc2)c(=O)c2ccccc2n1C
    -1, 2
- O=C(C1=C[C@@H]2[C@H]3C(=O)N(c4cccc(Cl)c4)C(=O)[C@H]3[C@@H](C(=O)c3ccc(Cl)cc3)N2C=C1)c1ccccc1
    -2, -2
- CCCOc1ccccc1C1C(C(=O)OC)=CN(C(C)C)C=C1C(=O)OC
    -5, 2
- Cc1nc(C)n(C(=O)N(c2ccccc2)c2ccccc2)n1
    -4, 3
- C/C(=N\NC(=O)C1CC1)c1ccc(Cl)c(Cl)c1
    -2, -5
- Cc1cccc(CN2CCN(c3ccccn3)CC2)c1
    6, 2
- O=C(NCCCN1CCCC1=O)c1cncc(Br)c1
    7, -1
- O=c1[nH]c2ccccc2n1Cc1ccc(Cl)cc1
    -24, -8
- CCCCN(CC)Cc1c(C)[nH]c2ccccc2c1=O
    -4, -6
- Cc1ccc(Cn2nc(C)c(NC(=O)c3nn(C)cc3Cl)c2C)cc1
    11, 1

# 2 records drawn at random from the list so far, as already listed:
# Under each structure – esBAF inh, RAD54 inh
- CCc1ccc2[nH]c(=O)c(C(c3nnnn3CC3CCCO3)N3CCN4CCCC4C3)cc2c1 (centres undefined)
    -4, -6
- CCCOc1ccccc1C1C(C(=O)OC)=CN(C(C)C)C=C1C(=O)OC
    -5, 2

# Back to the main list, repeating the 2 entries before the break.
# Under each structure – esBAF inh, RAD54 inh
- CCCCN(CC)Cc1c(C)[nH]c2ccccc2c1=O
    -4, -6
- Cc1ccc(Cn2nc(C)c(NC(=O)c3nn(C)cc3Cl)c2C)cc1
    11, 1
- CCOC(=O)C1=C(C)Nc2nnnn2C1c1cccc(OC)c1OC (centres undefined)
    2, 3
- COC(=O)C(C(=O)Nc1ncccn1)C1CCCCCC1 (centres undefined)
    0, 7
- COc1cccc(N2CCN(C(=O)c3[nH]c(C)c(C(C)=O)c3C)CC2)c1
    -6, -2
- Cc1ccc(NC(=O)c2cc3nc(C)cc(C)n3n2)cc1
    -5, -5
- COc1ccc(CCCc2nnc(SCC(=O)Nc3cc(C)ccc3C)o2)cc1
    -2, 4
- COc1ccc(/C=C/C(=O)c2c(O)cc(C)oc2=O)c(OC)c1
    64*, -15
- CCN(C(=O)CN1CCN(c2ccccc2OC)CC1)c1c(N)n(Cc2ccccc2)c(=O)[nH]c1=O
    -7, -1
- CCn1ncc(C2=NOC(C(=O)Nc3cccnc3)C2)c1C (centres undefined)
    -2, -8
- COC(=O)CN1C(=O)C2(C(C#N)=C(N)Oc3ccccc32)C2=C1CC(C)(C)CC2=O (centres undefined)
    -7, 0
- Clc1ccc(-c2nc(NCCN3CCOCC3)c3ccccc3n2)cc1
    -35, -5
- COCCN1C(=O)c2oc3c(C)cc(C)cc3c(=O)c2C1c1cccc(O)c1 (centres undefined)
    1, 9
- CC(C)C(=O)Nc1ccc(Sc2ccc(F)cc2)cc1
    19, -8
- COC(=O)c1ccc(N(C(=O)CNC(=O)c2ccco2)C(C(=O)NC2CCCC2)c2ccco2)cc1 (centres undefined)
    -9, 10
- COc1ccc(-c2noc(-c3ccccc3C(=O)NCc3ccco3)n2)cc1OC
    0, -5
- CCN(CCNC(=O)C1CCN(Cc2nc(-c3cccc(Cl)c3)oc2C)CC1)c1ccccc1
    -17, 2
- Cn1c(=O)c2c(nc(N3CCN(Cc4ccccc4)CC3)n2CC(=O)c2ccccc2)n(C)c1=O
    -4, -2
- CCOC(=O)c1cnn(-c2ccccc2)c1-c1ccccc1
    -3, -9
- O=C(c1ccccc1)N1CC(COc2ccccc2)OC(c2ccco2)O1 (centres undefined)
    16, -1
- COc1ccc(-c2n[nH]c3c2C(c2ccc(OC)c(OC)c2)N(c2ccccc2)C3=O)cc1 (centres undefined)
    -8, -2
- Cc1c(NC(=O)/C(C#N)=C/C2CC=CCC2)c(=O)n(-c2ccccc2)n1C (centres undefined)
    -8, -5
- CCOc1ccccc1C(=O)OCC(=O)Nc1ncc(C(F)(F)F)cc1Cl
    6, 6
- CC(NC(=O)C(Cc1ccccc1)N1C(=O)C2C3CCC(C3)C2C1=O)c1ccccc1 (centres undefined)
    -1, 8
- COc1ccc(CCN=CC2=C(O)CCCC2=O)cc1OC
    0, 8
- CCc1cc2c(SCC(=O)c3ccc(Cl)s3)ncnc2s1
    17, 2
- O=C(COC(=O)c1cccs1)NC1CCCCC1
    -1, 14

# Sorted by SMILES length (lowest first): some entries from above.
# Under each structure – esBAF inh, RAD54 inh
- O=C(COC(=O)c1cccs1)NC1CCCCC1
    -1, 14
- CC(C)C(=O)Nc1ccc(Sc2ccc(F)cc2)cc1
    19, -8
- Clc1ccc(-c2nc(NCCN3CCOCC3)c3ccccc3n2)cc1
    -35, -5
- CCOc1ccccc1C(=O)OCC(=O)Nc1ncc(C(F)(F)F)cc1Cl
    6, 6
- COc1ccc(-c2n[nH]c3c2C(c2ccc(OC)c(OC)c2)N(c2ccccc2)C3=O)cc1 (centres undefined)
    -8, -2
